Source: PubChem
TNAP inh hiacc: inhibitors of human TNAP at high phosphate acceptor concentration; inhibition, % at 20 µM; P05186; actives 0.03% (n = 200,000); purified TNAP, CDP-star luminescence, 1 M DEA;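 active = over 50% inhibition of tissue-nonspecific alkaline phosphatase at 20 µM in the single-dose screen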;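 note: plate controls were DMSO wells for no effect and EDTA-quenched wells as full inhibition for full effect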
Target sequence (P05186 whole entry, looked up): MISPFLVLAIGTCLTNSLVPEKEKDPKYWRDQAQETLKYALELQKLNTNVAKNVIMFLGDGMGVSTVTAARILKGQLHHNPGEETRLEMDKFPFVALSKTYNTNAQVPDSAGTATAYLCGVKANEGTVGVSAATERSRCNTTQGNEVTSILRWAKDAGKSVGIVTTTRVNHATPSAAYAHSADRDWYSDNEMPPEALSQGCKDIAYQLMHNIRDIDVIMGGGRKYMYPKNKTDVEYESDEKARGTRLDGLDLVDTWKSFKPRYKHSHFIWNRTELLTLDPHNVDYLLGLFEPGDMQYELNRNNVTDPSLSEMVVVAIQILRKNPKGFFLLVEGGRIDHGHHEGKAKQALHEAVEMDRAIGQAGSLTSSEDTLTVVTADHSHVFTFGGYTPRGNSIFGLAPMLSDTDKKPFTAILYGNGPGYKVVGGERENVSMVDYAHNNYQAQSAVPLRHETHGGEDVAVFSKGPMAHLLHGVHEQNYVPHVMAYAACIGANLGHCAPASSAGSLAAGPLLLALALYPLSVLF
TNAP inh noacc: blocks human TNAP activity with no phosphate acceptor present; P05186; purified TNAP, CDP-star luminescence, 30 min; inhibition, % at 20 µM; actives 0.26% (n = 200,000);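 active = tissue-nonspecific alkaline phosphatase inhibition above about 50% at 20 µM in the single-dose screen, limit read from the data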;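 note: 0% = DMSO negative control and 100% = EDTA positive control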
bIAP act: increases bovine intestinal alkaline phosphatase activity; activation factor at 20 µM; actives 0.17% (n = 200,000); AID 1016; purified bovine IAP, CDP-star luminescence, 30 min; active compounds read high; fold of DMSO-control signal, blank-subtracted;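 active = activation factor of 2 or more at 20 µM, a signal rise over negative controls twice the positive control's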
PPARg SRC-2 ag: PPARgamma-driven SRC-2 recruitment agonism | PPARgamma LBD-SRC-2 recruitment, biochemical | P37231 | activation, % at 8 µM | actives 0.34% (n = 200,000); in the data active = activation above about 22%;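 note: 0% = vehicle and 100% = reference agonist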
Target sequence (P37231 whole entry, looked up, the tested form may be a part): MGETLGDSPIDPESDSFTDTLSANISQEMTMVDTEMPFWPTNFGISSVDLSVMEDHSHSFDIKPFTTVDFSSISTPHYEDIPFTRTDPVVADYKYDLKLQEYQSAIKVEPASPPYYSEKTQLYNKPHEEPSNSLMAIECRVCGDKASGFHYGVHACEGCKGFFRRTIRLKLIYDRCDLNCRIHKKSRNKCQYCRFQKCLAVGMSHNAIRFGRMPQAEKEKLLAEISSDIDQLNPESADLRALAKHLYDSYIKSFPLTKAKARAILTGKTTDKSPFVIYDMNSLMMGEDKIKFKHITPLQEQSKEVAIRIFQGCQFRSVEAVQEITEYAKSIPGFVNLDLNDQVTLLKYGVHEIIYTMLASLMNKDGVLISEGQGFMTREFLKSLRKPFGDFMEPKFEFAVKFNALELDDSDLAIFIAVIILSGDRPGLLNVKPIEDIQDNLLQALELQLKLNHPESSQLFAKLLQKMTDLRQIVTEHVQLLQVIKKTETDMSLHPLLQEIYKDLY
PPARg SRC-3 ag: promotes SRC-3 coactivator recruitment by human PPARgamma; P37231; biochemical PPARgamma/SRC-3 coactivator recruitment assay; activation, % at 8 µM; actives 0.26% (n = 200,000); AID 731; in the data active = activation above about 23%;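 note: 0% = DMSO and 100% = reference agonist; some compounds past the cut are filed as inactive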
Efa HMGR inh: inhibitors of class II HMG-CoA reductase from Enterococcus faecalis | purified E. faecalis HMGR, NADPH absorbance 340 nm kinetic | inhibition, % at 10 µM | actives 0.41% (n = 190,000);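 active = inhibition above a set limit, the median over all tested compounds plus 3 SD, cut at about 9.5% in these data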;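 note: enzyme runs in reverse so mevalonate oxidation gives rising NADPH absorbance; 0% = complete reaction with DMSO and 100% = background rate lacking mevalonate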
TNAP act hi DEA: TNAP (human) activation, high acceptor. P05186. purified TNAP, CDP-star luminescence, 1 M DEA, 30 min; active compounds read high; 0 = EDTA background, 1 = DMSO-only activity. activation factor at 20 µM. 200,000 tested, under 10 active. AID 1136;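 active = activation factor at least 2 at 20 µM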
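Control set: EDTA negative control, DMSO positive control / Assay system: human TNAP / Quantity: TNAP 1/800 final / Evaluation: TNAP activation factor scaled between EDTA and DMSO control wells / Measured by: luminescent substrate turnover signal / Compound dosing: one dose, 20 µM / Times: 30 min enzyme reaction at room temperature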
TR-FRET SRC-2 ct: flags TR-FRET format artefacts in PPARgamma SRC-2 recruitment agonist screen. actives 0.4% (n = 200,000). TR-FRET ratio at 8 µM. TR-FRET artefact counter-screen; active compounds read high; in the data active = TR-FRET ratio above about 2000; note: inactives centre near 1500
bIAP inh: intestinal alkaline phosphatase (bovine) inhibition | AID 1019 | purified bovine IAP, CDP-star luminescence, 30 min | inhibition, % at 20 µM | 190,000 tested, under 10 active;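 active = over 50% inhibition of intestinal alkaline phosphatase at 20 µM in the single-dose screen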
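Incubation: 30 min reaction at room temperature / Material: purified bovine intestinal alkaline phosphatase (IAP) enzyme / Input: enzyme at 1/65,000,000 dilution / Dosing: 20 µM single dose / Signal: CDP-star luminescence signal / Reagent: CDP-star chemiluminescent phosphatase substrate, 30 µM final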
PPARg SRC-1 ag: PPARgamma-driven SRC-1 recruitment agonism | activation, % at 8 µM | actives 0.41% (n = 200,000) | AID 631 | PPARgamma-SRC-1 coactivator recruitment biochemical assay; in the data active = activation above about 19%;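 note: 0% = DMSO and 100% = reference agonist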
Active calls of the source: *; / = not tested or not shown.

Compound,TNAP inh hiacc,TNAP inh noacc,bIAP act,PPARg SRC-2 ag,PPARg SRC-3 ag,Efa HMGR inh,TNAP act hi DEA,TR-FRET SRC-2 ct,bIAP inh,PPARg SRC-1 ag
O=c1[nH]c(Cc2ccc(Cl)cc2)nc2ccccc12,-6,-12,0.9,5,2,-2,1.1,1559,6,9
C=CCNc1oc(COc2ccc(C)cc2)nc1C#N,2,-11,0.9,1,-6,-2,1,1676,13,8
CC(=O)c1ccc(-n2c(C)ccc2-c2ccccc2)cc1,-3,1,1,3,-10,1,1,1446,4,-2
Cc1cnc(NC(=O)CSc2c(Cl)cccc2Cl)s1,-2,-19,0.9,7,5,-1,1,1485,10,9
CCOc1cc(CN2CCN(c3cccc(C(F)(F)F)c3)CC2)ccc1OC,-7,-9,1.1,0,-6,0,1.1,1231,-6,-4
COC(=O)c1c(CSc2ccc(Cl)cc2)noc1C(=O)NCc1ccco1,-4,4,0.9,-4,-2,1,1,1406,10,-4
c1cncc(-c2noc(-c3ccco3)n2)c1,-3,0,1.1,7,2,-1,1,1608,-9,4
CCCOC(=O)c1ccc(S(N)(=O)=O)o1,3,-9,1.2,-8,3,-2,1,1596,-17,3
CCOC(=O)/C(=N\NC(=O)c1ccccc1)c1ccccc1,2,-1,0.9,6,1,-3,1,1579,6,5
Cc1ccc(-c2ccc(/C=C/C(=O)c3ccccc3)o2)cc1,4,5,0.9,-8,-4,-1,1,1511,6,-4
O=C(COCC(=O)N/N=C/c1ccccc1F)N/N=C/c1ccccc1F,-2,-6,1,3,3,-2,1,1485,2,-7
CC(C)N(CCc1ccncc1)C(=O)Nc1ccc(F)cc1,-4,-11,1,9,-3,0,1,1656,-2,7
Cn1c(Cn2c(=O)sc3ccccc32)nnc1SCc1cccc(F)c1,-4,-10,0.9,-2,4,0,1,1627,11,-1
CC(C)CC(N=C1NC(C)(C)Cc2ccccc21)C(=O)O (stereo not drawn),-4,-4,1.1,6,-1,0,1,1603,-14,4
OC(COc1cccc(OCC(O)CN2CCCC2)c1)CN1CCCC1 (stereo not drawn),-3,-3,1,6,4,0,1,1554,-2,4
Cc1ccc(NC(=S)NCCN2CCOCC2)cc1,-6,-11,0.9,2,2,-2,1.1,1461,6,5
COc1ccc(/C=N/NC(=O)c2cccnc2)cc1CN1CCN(c2ccc(F)cc2)CC1,-1,4,1.1,6,3,0,1,1512,-10,4
CCOC(=O)C1C(=O)CC(C)(O)C(C(=O)OCC)C1c1cccs1 (stereo not drawn),-6,-4,0.9,6,-1,-4,1.1,1585,8,6
CCOc1ccc2nc(SCC(=O)Nc3nonc3C)[nH]c2c1,-2,21,1.2,7,6,-3,1,1723,-19,5
Cc1ccc(C(=O)NC(C)c2ccccc2)cc1Br (stereo not drawn),-3,-9,0.8,1,-3,-1,1,1600,24,-2
Cn1c(Cn2c(=O)sc3ccccc32)nnc1SCC(=O)NCc1ccc2c(c1)OCO2,-3,-6,1,-6,-1,-2,1,1543,0,3
Fc1ccccc1CN1CCCCCCC1,-6,-13,0.9,0,-1,-1,1.1,1496,14,2
CCOC(=O)C1=c2/c(=C/c3ccncc3)c(N)c(C(=O)OC)n2C(=O)C(c2ccncc2)S1 (stereo not drawn),-6,-9,1,0,3,-5,1.1,1537,-4,-5
CCNC(=S)NNC(=O)c1ccccc1Cl,-2,-121,1,7,1,-5,1,1635,-2,2
COc1cc2c3nnc(-c4ccc(F)cc4)c-3cn(Cc3cccc(F)c3)c2cc1OC,1,-7,1,1,-1,-3,1,1668,3,-5
COc1ccc(OC)c(-c2csc(N3CCC(c4ccccc4)CC3)n2)c1,0,-6,1,3,4,-1,1,1604,3,4
Cc1nc(C)c(Cc2ccccc2Cl)c(=O)[nH]1,-2,-7,0.2,2,-3,2,1,1554,/,-3
CC1CC(C)CN(C(=O)c2ccc3c(c2)N(Cc2ccccc2)CCS3)C1 (stereo not drawn),-7,-15,0.9,2,18,-1,1.1,1722,13,4
COc1ccc(NC(=O)/C=C/c2ccco2)cn1,4,-2,1,9,5,-4,1,1549,0,-1
CN1c2ccccc2N(C)C1c1ccc2c(c1)OCO2,-3,-13,0.9,3,9,1,1,1505,9,3
Cc1ccc(NC(=O)CN(C)S(=O)(=O)c2cccc3nsnc23)cc1C,0,-6,0.9,11,-3,2,1,1472,12,5
Cc1cccc(C)c1NC(=O)C(NC(=O)c1ccccn1)c1ccc([N+](=O)[O-])cc1 (stereo not drawn),-6,-16,0.9,-6,0,5,1.1,1318,8,-2

Quoted from the entries so far for reference:
Compound,TNAP inh hiacc,TNAP inh noacc,bIAP act,PPARg SRC-2 ag,PPARg SRC-3 ag,Efa HMGR inh,TNAP act hi DEA,TR-FRET SRC-2 ct,bIAP inh,PPARg SRC-1 ag
CN1c2ccccc2N(C)C1c1ccc2c(c1)OCO2,-3,-13,0.9,3,9,1,1,1505,9,3
Cc1ccc(NC(=O)CN(C)S(=O)(=O)c2cccc3nsnc23)cc1C,0,-6,0.9,11,-3,2,1,1472,12,5
Cc1cccc(C)c1NC(=O)C(NC(=O)c1ccccn1)c1ccc([N+](=O)[O-])cc1 (stereo not drawn),-6,-16,0.9,-6,0,5,1.1,1318,8,-2

(further entries)
Compound,TNAP inh hiacc,TNAP inh noacc,bIAP act,PPARg SRC-2 ag,PPARg SRC-3 ag,Efa HMGR inh,TNAP act hi DEA,TR-FRET SRC-2 ct,bIAP inh,PPARg SRC-1 ag
CCC(C(=O)NC1CCCC1)N(C(=O)Cn1nnc(-c2ccc(C)cc2)n1)C1CCCC1 (stereo not drawn),/,/,/,-8,11,-2,/,1301,/,0
CC(CN1CCN(c2ccccc2)CC1)c1ccccc1 (stereo not drawn),-9,7,1,2,3,-4,1.1,1449,4,2
COc1c(O)cc2c(c1O)C(=O)CC(c1ccccc1)O2 (stereo not drawn),-4,-6,1,0,-3,-1,1,1609,2,2
Cc1c(Cl)cccc1NC(=S)N(CCN(C)C)C(C)c1ccccn1 (stereo not drawn),-5,-12,1,0,0,-6,1.1,1607,-5,4
CCOC(=O)C1CCCN(CCC(=O)Nc2cc(C)cc(C)c2)C1 (stereo not drawn),-2,-8,1.1,-4,-2,-2,1,1499,-10,5
COC(=O)c1ccc(OCc2cc(=O)n3ccsc3n2)cc1,-2,-9,1,-1,0,1,1,1338,-1,1
COc1ccc(/C(C)=N/OCC(=O)Nc2nc3ccccc3s2)cc1OC,-6,-9,0.9,0,2,-5,1.1,1472,5,1
CCN(CCCNC(=O)CC(C(=O)N1CCc2ccccc21)n1ccnc1)c1ccccc1 (stereo not drawn),1,8,1.3,17,0,-2,1,1759,-28,13
COC(=O)C(C(=O)Nc1cccc(C)n1)C1CCCCCC1 (stereo not drawn),-4,2,1,-6,11,-2,1,1648,0,-2
C/C(CCc1ccccc1)=N\NC(=O)c1ccc(CN2CCOCC2)cc1,-1,-7,1.1,7,2,-2,1,1536,-5,-7
COc1ccc(-c2cc(C(F)F)n3ncc(C(=O)Nc4c(C)n(C)n(-c5ccccc5)c4=O)c3n2)cc1,0,-2,1,0,0,4,1,1707,4,-2
O=C(CN1CCCCC1)N1CCN(S(=O)(=O)c2ccccc2)C1,2,-1,1.3,-6,-3,-5,1,1493,-26,-1
CCCc1nc2ccccc2c(C(=O)OCC(=O)N2CCc3ccccc32)c1CC,1,-2,0.9,-6,2,-7,1,1628,15,2
C=C(C)CSc1nc2ccccc2c(=O)n1-c1c(C)n(C)n(-c2ccccc2)c1=O,-6,-1,1.3,5,-2,1,1.1,1720,-33,6
CC(=O)Nc1ccc(N/C=C/C(=O)c2ccco2)cc1,2,-3,0.9,5,-2,-5,1,1573,14,3
C/C(Cl)=C\Cn1c(N2CCCCCC2)nc2c1c(=O)n(C)c(=O)n2C,-6,-8,0.9,3,0,-6,1.1,1509,8,0
COc1ccc(Cc2n[nH]c(=S)n2NC(=O)Nc2ccc(C)cc2)cc1,-3,-17,1.1,-5,0,-6,1,1500,-10,4
COc1cccc(-c2cc(C(=O)Nc3ccc([N+](=O)[O-])cn3)c3ccccc3n2)c1,-2,-3,1.1,-4,1,-1,1,1559,-6,-4
Cn1c2ccccc2c2cc(C(=O)OCC(=O)N3CC(=O)Nc4ccccc43)sc21,-2,-5,0.9,2,1,-5,1,2536*,13,1
Cc1nc2[nH]c(=O)c3c(n2n1)NC1=C(C(=O)CC(C)(C)C1)C3c1ccccc1 (stereo not drawn),7,-1,1,-3,17,2,0.9,1623,0,5
COc1cc(C(=O)OCC(=O)N(C)Cc2ccccc2)cc(OC)c1OC,1,-3,0.9,0,1,-6,1,1569,8,-4
Cc1sc2ncn(CC(=O)NCCc3ccccc3)c(=O)c2c1C,-6,-5,1,1,1,2,1.1,1517,2,-1
O=C(CC1(c2ccc(Cl)cc2)C2CC3CC(C2)CC1C3)NCCO (stereo not drawn),-1,-4,1.1,-4,-4,-7,1,1615,-11,8
CCc1ccc(C(=O)NC2CCCCC2)s1,-4,-7,0.9,1,1,-3,1,1476,10,5
Cc1ccsc1C(=O)OCC(=O)N1CCc2ccccc2C1,-5,0,1,-1,3,-1,1.1,1917,-4,0
COc1cc(C(=O)OC2CCN(C)CC2)cc(OC)c1OC,-3,-13,1,0,-1,2,1,1592,2,4
O=C(O)Cc1csc(-c2ccc(F)cc2)n1,0,-3,1,6,4,1,1,1562,-4,1
Cc1nn(Cc2ccc(C(=O)O)o2)c(C)c1[N+](=O)[O-],-5,-5,1,-3,2,0,1.1,1551,-2,1
CCOC(=O)c1sc2nc(SCC#N)n(CC3CCCO3)c(=O)c2c1C (stereo not drawn),-2,-8,0.9,-3,3,-6,1,1816,8,8
CCOc1ccc(-c2nnn(CC(=O)c3cc(OC)ccc3OC)n2)cc1,-9,-13,0.9,3,3,0,1.1,1426,9,-6
CCN(CC)S(=O)(=O)c1ccc(/C=C/C(=O)N(c2ccccn2)C2CCCCC2)cc1,-4,-7,0.9,4,6,6,1,1538,6,5
CCCCCn1c(S(=O)(=O)O)nc2ccccc21,-2,-7,1,5,3,-3,1,1636,3,-2
O=c1cc[nH]c2c(C(F)(F)F)cccc12,-5,-8,0.9,3,-1,-4,1.1,1578,12,8
CC(C)(C)NC(=O)CN(Cc1ccc(F)cc1)C(=O)Cn1nnc(-c2ccc(F)cc2)n1,-9,-11,0.9,-6,-4,-1,1.1,1473,7,1
Cc1nn(C)cc1CNC(=O)c1ccc(Br)o1,-4,-8,1.1,8,11,1,1,1612,-7,11
CCOC(=O)c1c(N)sc(C(=O)N(C)C)c1CN1CCOCC1,-3,-4,1.1,13,-5,0,1,1498,-12,-2
Cc1ccc(-c2cc3nc(-c4ccccc4)cc(N4CCOCC4)n3n2)cc1,-3,-10,1,2,8,2,1,1791,-1,0
O=C(CCN1CCc2ccccc21)c1ccc2c(c1)OCCO2,5,-7,0.7,5,-1,6,1,1445,34,0
O=C(CSc1nc2ccccc2nc1SCC(=O)N1CCCCC1)N1CCCCC1,1,-6,1,-4,-6,-6,1,1551,-4,2
